Screens from PubChem.
PriA SSB inh: inhibitors of Klebsiella pneumoniae PriA binding to SSB C-terminal tail, primary screen, biochemical, AlphaScreen; PriA–SSB C-terminal tail interaction (Klebsiella pneumoniae); AlphaScreen SSBct-PriA binding, biotinylated peptide; inhibition, % at 33 µM; actives 0.6% (n = 430,000); AID 1272365, 2023; in the data active means inhibition mostly above about 37%, no sharp cut-off; inactive means mostly below about 20%;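 further: plate controls were negative control peptide for no effect and reference peptide for full effect; strong numbers were not always called active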
* hit, by the source's call; & = joins results of further samples.

SMILES	PriA SSB inh
Cc1cc(=O)oc2cc(OCC(=O)NN=Cc3ccccc3O)ccc12	-12
COc1coc(C(=O)Nc2nc3ccc(Cl)cc3s2)cc1=O	-14
O=S(=O)(NCc1ccnc(-c2cccs2)c1)c1ccccc1Br	-17
Cc1cc(C(=O)N(Cc2ccsc2)Cc2ccco2)no1	1
COc1ccc2nc(-c3ccc(F)c(NC(=O)c4cc5ccccc5oc4=O)c3)cn2n1	-3
Nc1nnc(-c2cc(Cl)ccc2Cl)o1	-16
Clc1cccc2c(Nc3cccc(Br)c3)ccnc12	-13
CNC(=O)Cc1ccc(NC(=O)c2ccc(Br)o2)cc1	-9
Cc1cc(S(=O)(=O)N2CCCCC2CCNC(=O)C(=O)NCCc2ccc(F)cc2)ccc1F (stereo unspecified)	9
O=S(=O)(c1ccc2c(c1)CCCC2)N1CCN(c2ccc3nncn3n2)CC1	1
O=S(=O)(/C=C/c1ccccc1)NCCn1nc(-c2cccs2)cc1C1CC1	16
Cc1ccc2sc(N(CCCN3CCOCC3)C(=O)c3cc(Cl)sc3Cl)nc2c1C	14
CC(O)(CNC(=O)c1ccc2ncsc2c1)c1ccco1 (stereo unspecified)	-8
O=C(COc1ccc(Cl)cc1Cl)Nc1c2c(nn1-c1ccccc1)CSC2	8
CCCNC(=O)CC(C)=NNC(=O)C(=O)Nc1ccccn1	-9
CCOC(=O)CC(NS(=O)(=O)c1cc(OCC)ccc1OCC)c1ccc(C)cc1 (stereo unspecified)	-11
C=CCSCC(=O)Oc1ccc(/C=C/C(=O)Nc2cc([N+](=O)[O-])ccc2C)cc1OC	-6
CC(=NNC(=O)CCc1ccccc1)c1ccco1	-9
CSCC(C)(O)CNS(=O)(=O)Cc1cccc(Cl)c1 (stereo unspecified)	-6
CCC(C)=NN=Cc1c(O)n(CC)c2cc(C3=NNC(=O)CC3)ccc12	-7

Sorted by length of the SMILES (ascending): 15 of the compounds above.
SMILES	PriA SSB inh
Nc1nnc(-c2cc(Cl)ccc2Cl)o1	-16
CC(=NNC(=O)CCc1ccccc1)c1ccco1	-9
Clc1cccc2c(Nc3cccc(Br)c3)ccnc12	-13
Cc1cc(C(=O)N(Cc2ccsc2)Cc2ccco2)no1	1
CNC(=O)Cc1ccc(NC(=O)c2ccc(Br)o2)cc1	-9
CCCNC(=O)CC(C)=NNC(=O)C(=O)Nc1ccccn1	-9
COc1coc(C(=O)Nc2nc3ccc(Cl)cc3s2)cc1=O	-14
O=S(=O)(NCc1ccnc(-c2cccs2)c1)c1ccccc1Br	-17
Cc1cc(=O)oc2cc(OCC(=O)NN=Cc3ccccc3O)ccc12	-12
O=C(COc1ccc(Cl)cc1Cl)Nc1c2c(nn1-c1ccccc1)CSC2	8
CCC(C)=NN=Cc1c(O)n(CC)c2cc(C3=NNC(=O)CC3)ccc12	-7
O=S(=O)(/C=C/c1ccccc1)NCCn1nc(-c2cccs2)cc1C1CC1	16
CCOC(=O)CC(NS(=O)(=O)c1cc(OCC)ccc1OCC)c1ccc(C)cc1 (stereo unspecified)	-11
COc1ccc2nc(-c3ccc(F)c(NC(=O)c4cc5ccccc5oc4=O)c3)cn2n1	-3
Cc1cc(S(=O)(=O)N2CCCCC2CCNC(=O)C(=O)NCCc2ccc(F)cc2)ccc1F (stereo unspecified)	9

Continued.
SMILES	PriA SSB inh
COCCCn1c(SCc2nc(-c3cccc(Cl)c3)oc2C)nc2ccccc2c1=O	-6
COc1ccc2c(c1)CCC[C@@]2(O)CNS(=O)(=O)c1c(C)noc1C	-12
Cc1noc(C)c1CCC(=O)NCCn1nc(C2CC2)n(-c2ccccc2)c1=O	-16
CC(C)Oc1ccc(C=NNC(=O)C2CCCN2S(=O)(=O)c2ccc(Cl)cc2)cc1 (stereo unspecified)	-2
Cc1nc(SC(C)c2ccccc2)[nH]c(=O)c1CC(=O)NCc1cccnc1 (stereo unspecified)	-10
C=CCn1c(Cc2ccc(OC)c(OC)c2)nc2ccccc21	-14
CO[C@@H](CNC(=O)c1ccccc1SC)c1ccccc1C	-14
Cc1cc(C)n(-c2ccc(CCC(=O)NCCCn3ncccc3=O)cc2)n1	-1
Cc1nc(-n2cccc2)sc1C(=O)Nc1ccccc1-c1cn2ccccc2n1	5
CCOC(=O)c1sc(NC(=O)c2cccc(C)c2)nc1-c1ccccc1	-10
COc1cccc(NC(=O)NCC(c2ccsc2)N2CCOCC2)c1OC (stereo unspecified)	9
O=C(Nc1ccc2c(c1)CN(S(=O)(=O)c1ccccc1)CC2)c1ccc(Br)o1	10
CN1CCc2cc(C(CNC(=O)COc3ccccc3F)N3CCOCC3)ccc21 (stereo unspecified)	-1
O=C(CSc1cn(CCNC(=O)c2ccc(Cl)cc2Cl)c2ccccc12)Nc1ccc(F)cc1	16
O=S(=O)(Nc1ccccc1F)c1ccc(-c2ccc(Cl)cc2)cc1	-13&-10
O=C(Cc1ccsc1)N1CCC(Oc2cccnn2)C1 (stereo unspecified)	0
CCS(=O)(=O)C1CN(S(=O)(=O)c2ccc(-n3cccn3)cc2)C1	-10
O=S(=O)(c1ccc(Br)cc1)c1nnn2c1nc(N1CCN(c3ccccc3F)CC1)c1ccccc12	-5
CCOC(=O)c1csc(NC(=O)c2ccc(C(=O)Nc3nc(C(=O)OCC)cs3)s2)n1	11
COc1cc2ccccc2cc1C(=O)Nc1ccccc1Oc1ccccc1	-4
Cc1[nH]n(-c2ccccc2)c(=O)c1C=C1C=NN=C1c1ccccc1	-7
Cc1cc2ncc3c(n2n1)CCN(C(=O)CNC(=O)OCc1ccccc1)C3	-9
c1cncc(CSc2ccc(-c3ccc(-n4ccnc4)cc3)nn2)c1	-2
CN1CCc2cc(C(CNC(=O)Nc3ccc4c(c3)OCO4)N3CCOCC3)ccc21 (stereo unspecified)	14
CN(C)CCNC(=O)C(=O)Nc1cccc(N2CCCS2(=O)=O)c1	-6
CCOc1cc(C(=O)Nc2nnc(SCC(=O)N3CCCc4ccccc43)s2)cc(OCC)c1OCC	6
COc1ccc(CNC(=O)N2CCC(c3nnc(C(C)C)o3)CC2)cc1OC	0
Cn1c(=O)c2[nH]c(CN3CCC(C(N)=O)CC3)nc2n(C)c1=O	-22
NC(C(=O)O)c1cccc(F)c1 (stereo unspecified)	18
Cc1ccc(-n2cc(C(=O)N3CCN(c4ccccc4)CC3)nn2)cc1	0
COc1ccc(OC)c(NC(=S)Nc2ncccc2C)c1	105*
Cc1ccc(NC(=O)c2sccc2S(=O)(=O)N2CCN(c3ccccc3)CC2)cc1F	-17
O=C(NCC[C@H](O)c1ccco1)C(=O)Nc1ccc2c(c1)OCCO2	-10
O=C(Cn1c(=O)oc2ccccc21)NCCn1nc(-c2ccco2)n(C2CC2)c1=O	-8
O=C(NN=Cc1ccncc1)c1cccc(NC(=O)c2ccccc2Cl)c1	7
CC(=NNS(=O)(=O)c1ccc(CC(C)C)cc1)c1ccncc1	-21
CNC(=S)NN=Cc1c(C)c(C(=O)c2ccc(F)cc2)n2ccccc12	-10
O=C(Cn1cc(S(=O)(=O)c2ccccc2)c2ccccc21)NC1CC1	-10
CSc1ccccc1NC(=O)c1nnn(-c2ccc3noc(-c4ccccc4)c3c2)c1C	-4
O=C(NCc1ccccn1)C1CCN(c2cc(-n3ccc4ccccc43)ncn2)CC1	4

Reformatted: results already given.
Structure | PriA SSB inh
O=C(Cc1ccsc1)N1CCC(Oc2cccnn2)C1 (stereo unspecified) | 0
CCS(=O)(=O)C1CN(S(=O)(=O)c2ccc(-n3cccn3)cc2)C1 | -10

(continued)
SMILES	PriA SSB inh
O=C1C(=O)N(c2nccs2)C(c2cccc([N+](=O)[O-])c2)C1=C(O)c1ccc(Cl)cc1 (stereo unspecified)	11
O=C(c1ccccc1)c1ccc2c3c(cccc13)CC2	-2
Cc1ccc(C(=O)Nc2cccc(Cl)c2Cl)c(C)c1	0
CC(O)[C@H]1CC[C@H]2[C@@H]3CC[C@H]4C[C@@H](O)CC[C@]4(C)[C@H]3C(=NO)C[C@]12C (stereo partly specified)	16
CC(C)C(=O)Nc1ccc(S(=O)(=O)N(Cc2ccccn2)Cc2ccco2)cc1	-6
O=C(CCC1CCCC1)NCCCS(=O)(=O)N1CCN(c2ccc(F)cc2)CC1	-4
O=C(Nc1ccc(Nc2ccc(-n3cccn3)nn2)cc1)c1ccco1	89*
Cn1nc(CNC(=O)c2ccc3c(c2)OCO3)c2c1CCOC2	22
CN(C)c1ccc(CNCC23CC4CC(C2)CC(c2ccccc2)(C4)C3)cc1	70
COc1ccc(CCNC(=O)CSc2nc3ccccc3c(=O)n2CCCC(=O)NCc2cccc(Cl)c2)cc1OC	-5
O=C(Cn1cc(OCc2ccccc2F)c(=O)cc1CO)N1CCc2ccccc21	-3
Cn1c(SCC(=O)Nc2ccc(F)cc2)nc2c(-c3ccccc3)c[nH]c2c1=O	-12
CCOc1ccc(N2C(=O)C3N=NN(CC(=O)Nc4ccccc4F)C3C2=O)cc1 (stereo unspecified)	-14
Cc1cc(C)nc(SCc2nnc(SCC(=O)NC3CCCCC3)n2-c2ccccc2)n1	-7
O=C(Cc1csc(SCc2ccc(Br)cc2)n1)NCC1CCCO1 (stereo unspecified)	-4
O=S(=O)(c1cccc(-c2nn3c(-c4ccccc4Br)nnc3s2)c1)N1CCCCC1	0&4
COc1ccc(CNC(=O)N2CCN(c3ncncc3C)CC2)cc1	-8
COC(=O)C(Cc1ccc(O)cc1)NC(=O)CC12CC3CC(CC(C3)C1)C2 (stereo unspecified)	-4
Fc1cccc(Cl)c1CSC1=NCCN1	11
O=C(Nc1ccccc1F)c1cc(C2CCN(C(=O)c3cnccn3)CC2)[nH]n1	-16
O=C(Nn1cnc2c(cnn2-c2ccc(F)cc2)c1=O)c1cccs1	-20&1
Cc1nc(-c2cccnc2)sc1CCNC(=O)C1CCCCC1	0
O=C(N/C(=C/c1ccccc1)P(=O)(NCc1ccccc1)c1ccccc1)c1ccccc1 (stereo unspecified)	7
O=C(Cn1cc(C(F)(F)F)ccc1=O)NN=Cc1ccc(Cl)cc1	-9
O=C(CSc1nnc(NC(=O)c2ccco2)s1)NCC1CCCO1 (stereo unspecified)	-13
O=C(COc1ccc(Cl)cc1)N1CCN(c2ccc3nnc(-c4ccco4)n3n2)CC1	-17
O=C(Cc1cccc(F)c1)N1CCc2nc3ccc(Cl)cn3c(=O)c2C1	-3
N#Cc1nccnc1O[C@H]1CCN(C(=O)N2CCOCC2)C1	-7
COCCN1CCC(NC(=O)c2cc(C)oc2C)CC1	-4
O=C(CSc1ccc(NC(=O)c2ccco2)nn1)NCc1ccco1	-1
CCOC(=O)CSc1sc(C(=O)OCC)c(N)c1C(=O)N1CCOCC1	0
COc1ccc(C(=O)Oc2ccc(C=NNC(=O)c3ccccc3OC)cc2[N+](=O)[O-])cc1	-4
O=C(CSc1cccc2cccnc12)N1CCc2ccccc2C1	91*
O=C(Nc1ccc(F)cc1)C1(c2cccs2)CCCC1	-40
CCCCOc1ccc(C(=O)Nc2ccc(CC(=O)NC)cc2)cc1	-5
O=C(NC1CC1)C1(c2cccs2)CCCC1	-9
O=C(c1cc2ccccc2o1)N1CCC(CSc2ccccn2)CC1	-6
COc1ccccc1CNC(=O)CCCn1nc(-c2cccs2)ccc1=O	-14&-6
CC(C)CCN1C(=O)C(C)(C)COc2ccc(NC(=O)NC(C)(C)C)cc21	0
CCc1cc2c(SCC(=O)Nc3ccccc3[N+](=O)[O-])ncnc2s1	-8
CC(=NNC(=O)CNc1cccc(Cl)c1C)C1CC1	0
COc1ccccc1NC(=O)C1CCN(c2ccc(-c3cccs3)nn2)CC1	-1
Cc1ccc(/C=C/S(=O)(=O)N2CCC(CSc3nccn3C)CC2)cc1	22
COc1cc(OC)cc(C(=O)NCC(c2ccc3c(c2)CCN3C)N2CCCC2)c1 (stereo unspecified)	20
O=S(=O)(Nc1cccc2cccnc12)N1CCOCC1	11
CC(C)NC(=S)NN=Cc1ccccc1[N+](=O)[O-]	-5
Cc1c(Cl)cccc1S(=O)(=O)NCc1cc(-c2ccncc2)n(C2CCCC2)n1	-27
Cc1cc(C)cc(C(=O)Nc2cccc(-c3ccc4nnc(-c5ccncc5)n4n3)c2)c1	5
Cc1nnc(NN=Cc2cccc(OCc3ccc(Cl)c(Cl)c3)c2)n1N	-8
CN(C)Cc1c(O)ccc2c(=O)c(Oc3ccccc3F)coc12	7

(more compounds)
SMILES	PriA SSB inh
COc1cccc(-c2nnc3ccc(OCCNC(=O)COc4ccc(F)cc4)nn23)c1	-2
CC(C)CC(=O)Nc1ccc2c(c1)CCN2C(=O)C1CC1	-13
Cc1nn(C(C)(C)C)c(OC(=O)c2c(-c3ccccc3Cl)noc2C)c1Sc1ccc(Cl)cc1	-10
COc1cc(C2C(=C(O)c3ccc4c(c3)CC(C)O4)C(=O)C(=O)N2CCN2CCOCC2)cc(OC)c1OC (stereo unspecified)	0
O=c1c(O)c(-c2ccc(F)cc2)oc2ccc(CBr)cc12	-10
COc1ccccc1CNC(=O)C(=O)Nc1ccc(N2CCCS2(=O)=O)cc1	1
O=C(Nc1c[nH]c2ccccc12)N1CCN(Cc2ccccc2)CC1	-3&6
CO[C@@H](CNS(=O)(=O)c1cccc(C(C)=O)c1)c1cccc(F)c1	2
CC(=NNS(=O)(=O)c1c(C)cc(C)cc1C)c1ccncc1	-5
Cc1ccc(-c2cc3c(=O)n(CC(=O)Nc4cccc(C(F)(F)F)c4)ncn3n2)cc1C	-6
O=C(N[C@H]1CCN(c2nccs2)C1)c1ccc2c(c1)OCO2	7
Cc1ccc([N+](=O)[O-])cc1NC(=O)C(=O)NCCCn1ccnc1	94
Cc1[nH]c2ccccc2c1C(c1ccc(C(C)C)cc1)c1c(C)[nH]c2ccccc12	4
Cc1nc(SCC(=O)Nc2ccc(OC(F)(F)F)cc2)c2c(=O)n(C)c(=O)n(C)c2n1	-13
C[C@H]1CCc2sc(NC(=O)c3ccccc3Oc3ccccc3)c(C#N)c2C1	-4
CCOC(=O)c1c(N=CN(C)C)sc(C=O)c1-c1ccccc1	-11
COc1ccc(C=NNC(=O)CC(=O)NCc2cccnc2)cc1	-3
CC(=O)N1N=C(c2cccs2)CC1c1ccc2ncccc2c1 (stereo unspecified)	13
CC(C)(C)n1ncc2c(=O)n(NC(=O)c3cccc4ccccc34)cnc21	-4
O=C(CSC1CCCC1)N1C2C=CCC1CC2 (stereo unspecified)	-5
Cc1cc(OC2CCN(C(=O)Cc3c(C)noc3C)CC2)cc(=O)o1	-9

Only part of the results is shown; the hit share may differ from the screen's.
